aGlu spleen mod: inhibits or activates alpha-glucosidase in human spleen homogenate; Potency, µM (titrated, usually from 79.9 µM), for inactives: at the highest dose activity change, negative = inhibition, hits mostly inhibitors; human spleen homogenate, 4-MU-alpha-glucoside fluorescence; P10253; hit rate 0.006% among 240,000; AID 2112;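 further: potency means the concentration at half of the fitted maximal effect; 0% = enzyme with vehicle and -100% = no enzyme basal signal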
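Human spleen homogenate (1 ug) incubated with compounds and 1 mM 4-methylumbelliferyl-alpha-D-glucopyranoside in pH 5.0 citrate/phosphate buffer, 37 C, 40 min. Stopped at pH 10; 4-MU fluorescence (Ex 365/Em 440 nm); AC50 by Hill fit.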
LMNA splice mod: changes lamin A minigene splicing in HeLa cells; HeLa LMNA splicing GFP/RFP minigene ratio, 48 h; Potency, µM (highest dose often 46.1 µM), for the others: at the top dose ratio change, negative = inhibition, most hits filed as inhibitors; hit rate 0.01% among 200,000; AID 1487; active means well fitted inhibition curve with a large enough effect in the signal ratio, with a control signal flat, not every such curve was filed as active; inconclusive means small, poorly fitted or top-dose-only effect, or effect the other way, or a change in a side signal; the % refers to the signal ratio; further: potency means the concentration at half of the fitted maximal effect; on the % scale 0 is the no-effect control and ±100 the full control effect
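S3 HeLa cells stably expressing lamin A-EGFP splicing minigene plus DsRed2, 600 cells/well, 48 h compound exposure at 37C. Laser-scanning cytometry; analysed as GFP (500-530 nm)/RFP (575-640 nm) total intensity ratio; 0.5% DMSO vehicle.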
CBFb-RUNX1 inh: CBF-beta/RUNX1 interaction disruption. Q01196+Q13951. AlphaScreen CBFb-His/RUNX1-biotin binding, biochemical. Potency, µM (highest dose often 59.8 µM), inactives show at the top dose activity, negative = inhibition, usual class: inhibitors. 230,000 tested, under 10 active. AID 1477; further: % of control where 0% means no effect
Target sequence (Q01196 whole entry, looked up): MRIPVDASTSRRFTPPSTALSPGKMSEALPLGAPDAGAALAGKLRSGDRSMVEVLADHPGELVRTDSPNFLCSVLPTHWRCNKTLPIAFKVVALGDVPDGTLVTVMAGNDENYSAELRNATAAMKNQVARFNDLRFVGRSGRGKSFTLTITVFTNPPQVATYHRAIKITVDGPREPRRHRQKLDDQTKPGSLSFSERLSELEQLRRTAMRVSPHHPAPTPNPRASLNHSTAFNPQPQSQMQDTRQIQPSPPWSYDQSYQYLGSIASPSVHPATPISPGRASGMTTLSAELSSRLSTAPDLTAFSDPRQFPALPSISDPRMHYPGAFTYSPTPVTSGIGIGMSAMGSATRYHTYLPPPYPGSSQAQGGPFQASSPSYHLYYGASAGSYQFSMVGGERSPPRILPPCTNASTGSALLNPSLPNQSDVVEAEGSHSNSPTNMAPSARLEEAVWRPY
Target sequence (Q13951 whole entry, looked up): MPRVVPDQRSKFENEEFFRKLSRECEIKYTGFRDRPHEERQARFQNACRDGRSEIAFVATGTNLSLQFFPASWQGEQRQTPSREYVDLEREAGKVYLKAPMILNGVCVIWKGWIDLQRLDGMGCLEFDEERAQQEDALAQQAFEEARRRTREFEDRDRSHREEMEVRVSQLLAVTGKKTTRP
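AlphaScreen binding: CBFb-His and RUNX1-biotin (30 nM each) preincubated 20 min, compound added for 15 min, then nickel and streptavidin beads for 90 min, all at room temperature. Disruption of the interaction by any mechanism counts as activity.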
GAA glycogen mod: alters human alpha-glucosidase cleavage of glycogen; recombinant GAA, glycogen substrate, Amplex Red glucose oxidase fluorescence; Potency, µM (highest dose often 76.4 µM), inactives show at the top dose activity change, negative = inhibition, usual class: inhibitors; hit rate 0.38% among 300,000;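 further: potency means the concentration at half of the fitted maximal effect; 0% = full enzyme reaction and -100% = no-enzyme basal signal; the screen sought inhibitors and activators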
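Recombinant human enzyme (4 nM); glycogen substrate; 37 C, 40 min, pH 5.0. Readout: coupled glucose oxidase/Amplex Red fluorescence.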
HTT ATP protect: Huntington cell model cytoprotection by ATP luminescence | AID 1471 | hit rate 0.14% among 230,000 | PC12 HTT-Q103 induced, cytoprotection, ATP luminescence, 40 h | Potency, µM (titrated, usually from 56.4 µM), for inactives: cytoprotection (ATP increase), hits mostly activators;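 further: potency means the concentration at half of the fitted maximal effect; % of control where 0% means no effect; nearly all actives have a fitted effect of over 45% in size; toxic huntingtin expression switched on by the ecdysone agonist tebufenozide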
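PC12 cells stably carrying ecdysone-inducible Htt exon 1 (Q103)–GFP were induced with 100 nM tebufenozide (final) alongside library compounds in a dose series. Cytoprotection was scored as retained ATP by ATPlite luminescence.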
GAA inhib: inhibitors of human lysosomal alpha-glucosidase | P10253 | purified human GAA, 4-MU-alpha-glucoside fluorescence | Potency, µM (titrated, usually from 76.9 µM), without a hit: top-dose activity change, negative = inhibition, actives largely listed as inhibitors | hit rate 0.005% among 200,000 | AID 1466;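 further: potency means the concentration at half of the fitted maximal effect; plate controls were uninhibited enzyme wells for no effect and no-enzyme background for full effect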
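Compounds are titrated up to 77 uM against 4 nM human enzyme. Substrate 4-methylumbelliferyl-alpha-D-pyranoside (400 uM) reacts 20 min at room temperature in pH 5.0 buffer; liberated 4-methylumbelliferone is read at 440 nm.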
HTT aggregate: reduces HttQ103-GFP aggregates in PC12 cells | Potency, µM (top dose mostly 46.1 µM), without a hit: at the highest dose activity change, negative = inhibition, hits mostly inhibitors | hit rate 1.1% among 220,000 | PC12 HttQ103-GFP aggregates, Acumen cytometry, 40 h; further: potency means the concentration at half of the fitted maximal effect; on the % scale 0 is the no-effect control and ±100 the full control effect; nearly all actives have a fitted effect of over 60% in size
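Using laser scanning cytometry, GFP-positive aggregates were counted after lysis of PC12 cells induced with 100 nM tebufenozide to express HTT exon 1 Q103–GFP. Compounds were tested in titration.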
Starred values were filed as active, the others as inactive; ? = inconclusive; nt = no result given; [ ] = remark or other dose. Unless noted, the call rests on the fitted dose curve; in most records, active means well fitted curve in the direction sought with a large enough effect; inconclusive means small, poorly fitted or top-dose-only effect, or another doubt; inactive means no such curve, though single readings can be large; an effect the other way counts as inactive or inconclusive.

The opening 5 compounds (preview)
SMILES	aGlu spleen mod	LMNA splice mod	CBFb-RUNX1 inh	GAA glycogen mod	HTT ATP protect	GAA inhib	HTT aggregate
O=C(NCc1cccnc1)NC1(C(F)(F)F)Oc2ccc(Cl)cc2O1 (centres undefined)	2%	?	4%	?	9%	0%	?
O=C1N(O)C2(C=CCCC2)/C(=N\O)C12CCCCC2 (centres undefined)	12%	8%	8%	11%	-9%	-9%	0%
COc1ccc(C2COc3c(ccc(O)c3OC)C2)c(OC)c1O (centres undefined)	-11%	nt	8%	nt	?	nt	nt
CCCCCCCCCCCCOC1OC(CO)C(O)C(O)C1NC(C)=O (centres undefined)	-5%	3%	16%	-4%	14%[10 µM]	0%	-7%
CCCC(=O)O[C@]1(C(=O)CO)CC[C@H]2[C@@H]3CCC4=CC(=O)CC[C@]4(C)[C@H]3[C@@H](O)C[C@@]21C	-15%	-6%	8%	-11%	nt	-18%[15.4 µM]	2%

All compounds of this part, previewed entries included:
SMILES	aGlu spleen mod	LMNA splice mod	CBFb-RUNX1 inh	GAA glycogen mod	HTT ATP protect	GAA inhib	HTT aggregate
O=C(NCc1cccnc1)NC1(C(F)(F)F)Oc2ccc(Cl)cc2O1 (centres undefined)	2%	?	4%	?	9%	0%	?
O=C1N(O)C2(C=CCCC2)/C(=N\O)C12CCCCC2 (centres undefined)	12%	8%	8%	11%	-9%	-9%	0%
COc1ccc(C2COc3c(ccc(O)c3OC)C2)c(OC)c1O (centres undefined)	-11%	nt	8%	nt	?	nt	nt
CCCCCCCCCCCCOC1OC(CO)C(O)C(O)C1NC(C)=O (centres undefined)	-5%	3%	16%	-4%	14%[10 µM]	0%	-7%
CCCC(=O)O[C@]1(C(=O)CO)CC[C@H]2[C@@H]3CCC4=CC(=O)CC[C@]4(C)[C@H]3[C@@H](O)C[C@@]21C	-15%	-6%	8%	-11%	nt	-18%[15.4 µM]	2%
O=C(CN1CCCC1=O)NC1C2CC3CC(C2)CC1C3 (centres undefined)	6%	10%	5%	3%	15%[0.074 µM]	5%	-4%
CCCCSc1nc2c(c(=O)[nH]1)CCC2	-3%	5%	15%	-4%	-17%	1%	14%
Cc1ccc(CSCCNC(=O)CSCc2ccc([N+](=O)[O-])cc2)cc1	-3%	-16%	-8%	2%	29%[10 µM]	-13%	-6%
CCNC(=O)c1c(C)[nH]c(C(=O)OCC)c1C	-11%	0%	2%	7%	8%	-6%	7%
Cc1cccc(C)c1NC(=O)CSc1nnc(CCCCCNC(=O)OC(C)(C)C)o1	1%	?	11%	10%	-16%	-4%	-9%
CCOc1ccc(-c2nc3ccccc3c(=O)o2)cc1	-5%	nt	3%	0%	-62%[inhibitor][10 µM]	-5%	-10%[9.22 µM]
c1ccc(C(c2ccccc2)c2noc(CN3CCC(c4ccncc4)CC3)n2)cc1	0%	nt	-11%	0%	-29%	-5%	-6%
CC(=O)Nc1ccc(NC(=O)C(Cc2ccccc2)NC(=O)C2CCCCC2)cc1 (centres undefined)	-3%	-6%	4%	12%	5%[10 µM]	1%	29%
COc1cccc(OC)c1C(=O)Nc1ccc(C)cc1C(=O)c1ccccc1	-9%	-12%	-25%	15%	-4%[10 µM]	-4%	-7%
CCC(=O)Nc1ccc(-c2cc3ccccc3oc2=O)cc1	-1%	16%[46 µM]	8%	17%	-16%[10 µM]	?	0%[9.22 µM]
O=c1cc(-c2ccccc2)[nH]c2ccc(Cl)cc12	7%[119 µM]	nt	11%[89.1 µM]	nt	-260%[inhibitor][96.6 µM]	nt	nt
COC(=O)Cc1csc(/N=C/c2c(O)n(-c3cccc(C(F)(F)F)c3)c(=O)c3ccccc23)n1	5%	5%	1%	-1%	nt	2%	14%
CNn1cnc2ccsc2c1=O	0%	nt	1%	2%	5%[10 µM]	nt	30%[9.22 µM]
CC1(C)CCCC2=C1CC1C(=O)N(Cc3cccnc3)C(=O)C1C2 (centres undefined)	3%	?	-1%	-9%	6%	3%	21%
CC(C)CCNC(=O)c1ccc(-c2ccccc2)cc1	-1%	-16%[9.22 µM]	8%	8%	-83%[inhibitor]	-3%	2%[9.22 µM]
CCCNC(=O)NC(=O)c1cnccc1C(F)(F)F	4%	nt	8%	2%	-1%[10 µM]	nt	-3%[9.22 µM]
CCOC(=O)c1c(-c2ccccc2)csc1NC(=O)c1ccc(S(=O)(=O)N2CCOCC2)cc1	11%	-1%	10%	1%	14%[10 µM]	6%	3%
Cc1cc2oc(=O)cc(CN3CCN(S(=O)(=O)c4cccs4)CC3)c2cc1C	-4%	0%	-7%	11%	9%[10 µM]	?	-1%
COCCN(C(=S)Nc1ccc(C)cc1C)C(C)c1ccco1 (centres undefined)	-2%	nt	-3%	-1%	-38%[inhibitor]	0%	-15%
COc1ccc(N=Cc2cc(Cc3ccccc3Cl)cc([N+](=O)[O-])c2O)cc1OC	-5%	nt	?	-12%	35µM*	-7%	22µM*

HTT aggregate: hit marks shown above
structure | aGlu spleen mod | LMNA splice mod | CBFb-RUNX1 inh | GAA glycogen mod | GAA inhib | HTT aggregate
COc1ccc(N=Cc2cc(Cc3ccccc3Cl)cc([N+](=O)[O-])c2O)cc1OC | -5% | nt | ? | -12% | -7% | 22µM*

New compounds follow.
SMILES	aGlu spleen mod	LMNA splice mod	CBFb-RUNX1 inh	GAA glycogen mod	HTT ATP protect	GAA inhib	HTT aggregate
CC(C)N(C1=CC(=O)OC12CCCCC2)C(C)C	-8%	nt	5%	2%	9%[10 µM]	nt	-15%[9.22 µM]
CN(Cc1nc2ccccc2c(=O)[nH]1)CC(O)COCc1ccco1 (centres undefined)	2%	-5%	5%	-1%	12%[10 µM]	-8%	-6%
CCOc1ccc(CCNC(=O)c2oc3c(c2C)-c2[nH]ncc2CC3)cc1OCC	-7%	-16%	0%	0%	-9%	-1%	4%
COc1ccc(NC(=O)CN2C(=O)C(c3ccccc3)=NC23CCCCCC3)cc1	-5%	-15%	7%	9%	6%[10 µM]	-6%	4%
CCOC(=O)N1CCN(Cc2c(O)ccc3ccccc23)CC1	10%	nt	-9%	1%	-1%[10 µM]	?	-10%[9.22 µM]
CCOC(=O)N/N=C\c1ccc(-c2cccc(C(F)(F)F)c2)o1	nt	nt	-1%	-1%	-48%[inhibitor]	-6%	-19%
Clc1ccccc1-c1nc(-c2ccccc2)n[nH]1	-3%	6%	0%	2%	-26%	-29%	-12%
Cc1sc(NC(=O)CN2CCOCC2)c(C#N)c1C	0%	nt	3%	10%	-13%[10 µM]	nt	-3%[9.22 µM]
CNC(=O)c1c(C)nc(SCC(=O)NCc2ccc(OC)cc2)c(C#N)c1-c1ccco1	-2%	4%	4%	-4%	5%[10 µM]	-12%	6%
COc1cc(Cn2c(N)c(C#N)c3nc4ccccc4nc32)cc(OC)c1	3%	?	12%	1%	-38%[inhibitor]	-1%	-8%
COc1cccc(OC)c1C(=O)NC(=S)Nc1ccc(N2CCOCC2)c(Cl)c1	-13%	?	-16%	-17%	-11%	-6%	26%
CC(C)(C)C1CCc2c(sc3ncn(N)c(=N)c23)C1 (centres undefined)	3%	nt	7%	4%	4%[10 µM]	nt	-7%[9.22 µM]
CCOC(=O)Nc1ccc(Oc2ccccc2)cc1	-5%	9%	11%	-13%	-57%[inhibitor][0.074 µM]	-2%	-7%
Cc1cc(=O)[nH]c(N/N=C/c2ccco2)n1	-3%	5%	4%	-26%	-9%	-1%	-13%
CCOC(=O)Cc1nnc(NC(=O)CSc2nnc3c4ccccc4n(C(C)C)c3n2)s1	-1%	-4%	0%	0%	-1%[10 µM]	?	-7%
Cc1ccc(CSc2nnc([C@@H]3CCCN3C(=O)OC(C)(C)C)o2)cc1	-3%	nt	7%	0%	13%[10 µM]	nt	-11%[9.22 µM]
O=C(c1ccccc1F)N1CCCC(c2ccccc2)C1 (centres undefined)	-4%	?	4%	-2%	37%[0.074 µM]	-5%	0%
CCOc1cc(CNC(C)(C)C)ccc1OCC(=O)Nc1cccc(C(F)(F)F)c1	-4%	?	1%	-12%	-27%	-8%	9%
COc1ccccc1N1CCN(C2CCN(C(=O)c3cccs3)CC2)CC1	0%	5%	-7%	7%	13%[10 µM]	2%	12%
CC(O)Cn1ccccc1=N (centres undefined)	-5%	-2%	8%	2%	-10%	-1%	14%
CCCN1CCN(CCCNC(=O)c2cc3c(=O)n(C)c4ccccc4c3n2C)CC1	5%	-18%	1%	-21%	-25%	4%	13%
COc1cc(/C=N/NS(=O)(=O)c2ccc3ccccc3c2)ccc1OCc1ccc(C(=O)O)cc1	0%	nt	-4%	-3%	-14%[10 µM]	-12%[15.4 µM]	-26%[9.22 µM]
COc1ccc(-c2c(C)nn(-c3ccccc3)c2N)cc1OC	2%	-6%	2%	-18%	22%[10 µM]	4%	-15%
Cc1occc1C(=O)NNS(=O)(=O)c1ccc(Cl)cc1	1%	2%	-22%	-2%	nt	8%	-8%
CC(=O)c1c(O)cc(C)n(-c2ccc(F)cc2)c1=O	12%	nt	-8%	18%	-20%	10%	0%[9.22 µM]
O=C(COC(=O)C1CCC1)Nc1ccc(OC(F)F)cc1	4%	12%	5%	-1%	-5%	-5%	4%
COCCSc1ccccc1C(=O)Nc1cccnc1	-4%	6%	3%	-1%	7%	-3%	6%
O=C(Nc1cccc(S(=O)(=O)C(F)F)c1)c1ccc(S(=O)(=O)N2CCOCC2)cc1	-2%	-13%	8%	-3%	-23%	-14%	-13%
C/C=C/C(=O)N1CC2(CC(c3cccc(NC(=O)CCCCC)c3)=NO2)C[C@H]1C(N)=O (some centres undefined)	-1%	nt	3%	3%	10%[10 µM]	nt	-22%[9.22 µM]
Clc1cc(Cl)cc(CSc2nnc(-c3sccc3-n3cccc3)o2)c1	-2%	14%[0.0737 µM]	2%	0%	2%	-9%	-12%

Some entries already given with just CBFb-RUNX1 inh:
molecule | CBFb-RUNX1 inh
CC(O)Cn1ccccc1=N (centres undefined) | 8%
COc1cc(/C=N/NS(=O)(=O)c2ccc3ccccc3c2)ccc1OCc1ccc(C(=O)O)cc1 | -4%
COc1ccccc1N1CCN(C2CCN(C(=O)c3cccs3)CC2)CC1 | -7%
